Screening data as filed in PubChem.
Pol iota inh = blocks human DNA polymerase iota activity. 390,000 compounds, 1% hits. Pol iota fluorescent replication assay, 10 min. Potency, µM (highest dose often 115 µM), without a hit: top-dose activity, negative = inhibition, hits mostly inhibitors. Q9UNA4
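Pol iota at 10 nM preincubated 15 min with compounds at room temperature; reaction started with fluorescent substrate, 50 nM final. Fluorescence read kinetically at 0 and 10 min; buffer-only wells as negative control.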
Apoferritin bind = binds horse apoferritin like a general anesthetic; P02791; apoferritin/1-aminoanthracene competitive binding, fluorescence; Potency, µM (doses to about 77.5 µM), for inactives: at the highest dose activity change, negative = displacement, hits mostly inhibitors; 350,000 compounds, 0.074% hits; AID 485281; note: % is set by controls: 0 for no effect and ±100 for the full control effect; nearly all actives have a fitted effect of over 20% in size
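Probe: 1-aminoanthracene (50% saturated, PBS). Protein: horse-spleen apoferritin, 10 uM. Incubation: 10 min, room temperature. Detection: 380 nm excitation, 535 nm emission. Analysis: normalized response, four-parameter Hill.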
POLH inh = inhibitors of human DNA polymerase eta | Q9Y253 | recombinant Pol eta, fluorescent DNA replication assay | Potency, µM (titrated, usually from 114 µM), without a hit: top-dose activity change, negative = inhibition, usual class: inhibitors | 390,000 compounds, 1.2% hits; note: % is set by controls: 0 for no effect and ±100 for the full control effect
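Pol eta (10 nM) was preincubated with compounds for 15 min at room temperature, after which fluorescent replication substrate (50 nM final) was added to start the reaction. Fluorescence was read kinetically at 0 and 10 min.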
G9a block = blocks human histone lysine methyltransferase G9a. Q96KQ7. G9a H3K9 monomethylation, AlphaScreen, 2 h. Potency, µM (top dose mostly 102 µM), for the others: at the highest dose activity, negative = inhibition, hits mostly inhibitors. 350,000 compounds, 8.8% hits. AID 504332; note: % is set by controls: 0 for no effect and ±100 for the full control effect; nearly all actives have a fitted effect of over 75% in size
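Methyltransferase reactions run at room temperature for 2 h (20 nM enzyme, 500 nM biotin-H3K9 peptide, 20 uM SAM) after a 15 min compound preincubation; product detected by AlphaScreen beads and anti-H3K9me1 antibody.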
BLM inh = inhibitors of human Bloom syndrome helicase BLM; P54132; recombinant BLM DNA unwinding, fluorescence dequenching; Potency, µM (top dose mostly 56.1 µM), for inactives: top-dose activity change, negative = inhibition, usual class: inhibitors; 350,000 compounds, 0.2% hits; AID 2528;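 note: plate controls were vehicle for no effect and no enzyme for full effect; nearly all actives have a fitted effect of over 35% in size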
Target sequence (P54132 whole entry, looked up): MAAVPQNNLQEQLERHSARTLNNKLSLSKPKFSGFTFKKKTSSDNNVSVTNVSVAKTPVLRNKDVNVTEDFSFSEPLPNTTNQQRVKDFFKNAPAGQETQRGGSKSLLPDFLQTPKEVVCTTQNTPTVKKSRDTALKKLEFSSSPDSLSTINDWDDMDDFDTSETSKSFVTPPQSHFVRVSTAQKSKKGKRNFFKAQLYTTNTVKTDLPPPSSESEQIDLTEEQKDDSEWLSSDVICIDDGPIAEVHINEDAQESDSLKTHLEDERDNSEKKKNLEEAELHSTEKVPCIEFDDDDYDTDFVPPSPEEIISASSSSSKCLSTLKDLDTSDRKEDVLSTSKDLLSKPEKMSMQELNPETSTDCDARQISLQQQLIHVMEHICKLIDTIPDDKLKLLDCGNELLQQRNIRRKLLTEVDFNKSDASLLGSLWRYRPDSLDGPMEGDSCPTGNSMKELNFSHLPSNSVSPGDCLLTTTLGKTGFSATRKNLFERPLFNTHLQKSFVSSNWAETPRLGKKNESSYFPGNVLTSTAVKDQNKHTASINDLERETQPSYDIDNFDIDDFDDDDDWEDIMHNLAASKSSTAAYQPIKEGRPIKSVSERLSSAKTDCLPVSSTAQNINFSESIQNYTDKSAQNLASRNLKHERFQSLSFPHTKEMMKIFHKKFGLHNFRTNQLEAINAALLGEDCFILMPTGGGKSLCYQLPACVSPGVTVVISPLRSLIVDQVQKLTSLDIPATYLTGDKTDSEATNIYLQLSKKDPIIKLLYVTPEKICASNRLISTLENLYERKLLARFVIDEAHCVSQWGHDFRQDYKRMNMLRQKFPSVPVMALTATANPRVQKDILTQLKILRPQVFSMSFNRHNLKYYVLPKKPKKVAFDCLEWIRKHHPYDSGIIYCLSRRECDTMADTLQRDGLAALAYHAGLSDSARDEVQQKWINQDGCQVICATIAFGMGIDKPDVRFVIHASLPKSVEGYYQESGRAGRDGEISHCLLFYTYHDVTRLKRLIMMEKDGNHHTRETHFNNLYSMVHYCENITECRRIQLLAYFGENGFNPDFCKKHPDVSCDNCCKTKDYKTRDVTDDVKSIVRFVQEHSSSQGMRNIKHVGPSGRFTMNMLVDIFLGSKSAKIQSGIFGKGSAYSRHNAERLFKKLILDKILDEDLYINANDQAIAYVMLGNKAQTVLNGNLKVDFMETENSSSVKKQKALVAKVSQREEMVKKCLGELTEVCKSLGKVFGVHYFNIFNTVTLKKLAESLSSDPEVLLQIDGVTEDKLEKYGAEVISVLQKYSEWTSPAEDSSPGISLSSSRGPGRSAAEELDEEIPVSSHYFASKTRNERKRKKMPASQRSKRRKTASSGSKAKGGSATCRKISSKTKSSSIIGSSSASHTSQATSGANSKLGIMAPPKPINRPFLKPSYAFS
POLB inh = inhibitors of human DNA polymerase beta. Pol beta primer extension/strand displacement, fluorescence kinetic. Potency, µM (doses to about 114 µM), inactives show at the highest dose activity change, negative = inhibition, most hits filed as inhibitors. 340,000 compounds, 1.3% hits; note: % is set by controls: 0 for no effect and ±100 for the full control effect
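Kinetic readout of DNA synthesis with strand displacement by Pol beta. Compound and 10 nM enzyme sit 15 min at room temperature; 50 nM substrate starts the reaction, read immediately and at 10 min.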
BAZ2B inh = BAZ2B (human) inhibition; Q9UIF8; AlphaScreen BAZ2B-H3K14Ac peptide displacement; Potency, µM (highest dose often 114 µM), without a hit: top-dose activity change, negative = inhibition, usual class: inhibitors; 360,000 compounds, 4.4% hits; AID 504333; note: % is set by controls: 0 for no effect and ±100 for the full control effect; nearly all actives have a fitted effect of over 60% in size
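Complex of BAZ2B and biotin-H3K14Ac (50 nM apiece) forms over 30 min at RT, then faces library compounds up to 110 uM for another 30 min; AlphaScreen beads added, 20 min dark incubation, luminescence read.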
APE1 inh = blocks human APE1 abasic DNA cleavage; P27695; recombinant APE1, TAMRA/BHQ-2 abasic DNA cleavage fluorescence; Potency, µM (titrated, usually from 65.8 µM), for the others: top-dose activity change, negative = inhibition, usual class: inhibitors; 350,000 compounds, 0.35% hits; AID 2517;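 note: plate controls were vehicle for no effect and reference inhibitor for full effect; nearly all actives have a fitted effect of over 55% in size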
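Step 1: APE1 (0.75 nM) with compound, 15 min RT. Step 2: add 50 nM fluorophore/quencher THF duplex. Step 3: three fluorescence reads 60 s apart (525/598 nm); read 3 minus read 1 = reaction progress.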
POLK inh = blocks human DNA polymerase kappa activity; Q9UBT6; 400,000 compounds, 0.53% hits; Potency, µM (titrated, usually from 107 µM), inactives show top-dose activity, negative = inhibition, usual class: inhibitors; AID 588579; purified Pol kappa, fluorescent DNA synthesis assay, 10 min; note: % is set by controls: 0 for no effect and ±100 for the full control effect
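Readout: fluorescence, taken kinetically at 0 and 10 min. Conditions: 10 nM Pol kappa, 15 min RT compound preincubation, 50 nM substrate final. Controls: enzyme-free buffer wells.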
Active calls of the source: *; ? = inconclusive; nt = not tested or not shown; & = joins results of further samples; [ ] = another dose, or the depositor's remark. Calls come from the whole dose curve; as a rule, active = well fitted curve in the direction sought with a large enough effect; inconclusive = small, poorly fitted or top-dose-only effect, or another doubt; inactive = no such curve, though single readings can be large; an effect the other way counts as inactive or inconclusive. Potency is the fitted concentration of half-maximal effect.

| Structure | Pol iota inh | Apoferritin bind | POLH inh | G9a block | BLM inh | POLB inh | BAZ2B inh | APE1 inh | POLK inh |
| --- | --- | --- | --- | --- | --- | --- | --- | --- | --- |
| Cc1cc(N2CCCCC2)ccc1C=C1C(=O)N(C)C(=S)N(C)C1=O | -6% | ? | ? | 16µM* | -6% | -14% | 35µM* | -9% | -10% |
| NCC#Cc1ccccc1 | 2%[58.9 µM] | nt | 0%[57.1 µM] | 31%[activator][12.7 µM] | nt | 7%[57.1 µM] | nt | -1% | nt |
| COC(C/C=C/C=C/CC/C=C\CC(C)/C=C\C(=C/C(=O)O)CC(=O)O)/C(C)=C\C=C(/C)C(=O)O (configuration not stated) | nt | 3% | nt | 27%[59 µM] | nt | nt | nt | 0% | 5%[19.4 µM] |
| CCCNC(=O)c1c(N)n(Cc2ccc3c(c2)OCO3)c2nc3ccccc3nc12 | 29% | 4% | 5% | 34%[12.7 µM] | -9% | -1% | 14% | -6% | -2% |
| Cc1nonc1OCCNc1ccc([N+](=O)[O-])c2cccnc12 | 11% | -14% | -7% | -24% | 1% | ? | ? | -4% | -24% |
| Cc1cc(OC(=O)N(C)C)nc(SCc2c(Cl)cccc2Cl)n1 | 20% | -2% | -11% | 219%[activator] | -7% | 12% | 38% | -7% | 6% |
| CC(C)(C)c1ccc(O)c(CN2CCN(c3ccccc3)CC2)c1 | 9% | -11% | 2% | -26%[59 µM] | -1% | 12% | -17% | -3% | -19% |
| COC(=O)C1=C(c2ccc(F)cc2OCc2ccccc2)C[C@@H]2CC[C@H]1N2C(=O)NC1CCCCC1 | 8% | nt | -7% | -8%[2.33 µM] | nt | nt | -5% | 15% | 6% |
| N#CCn1c(CCl)nc2ccccc2c1=O | ? | -2% | 11% | 56µM* | 1% | 24% | -13% | 23% | 0% |
| COC(=O)C1=C(c2ccc(-c3ccccc3)c(F)c2)C[C@@H]2CC[C@H]1N2C(=O)NCC1CC1 | -21% | nt | -16% | 15%[2.33 µM] | nt | nt | -3% | -12% | -13% |
| CCCCn1c(C)c(C(=O)O)c2cc(OC)c3ccccc3c21 | 16% | 5% | -19% | ? | -5% | 3% | -27% | 29% | -3% |
| N#CCN1CCN(c2ccc(C(F)(F)F)cc2)CC1 | 14% | 4% | -9% | 10%[59 µM] | -3% | 57% | -4% | 4% | 1% |
| O=C1NC(c2cccnc2)Nc2sc3c(c21)CCCC3 (configuration not stated) | 29% | -3% | ? | ? | 1% | -1% | 9% | 10% | -13% |
| O=c1[nH]c(=O)n(CCC2=CCCCC2)c(O)c1C=NCCN1CCNCC1 | 1% | ? | ? | -23%[59 µM] | -9% | -9% | -33% | -3% | -9% |
| Cc1ccc(-n2c(O)c(C=NCCN(C)C)c(=O)[nH]c2=O)cc1 | 40%[activator] | -2% | -7% | ? | 5% | 26% | -7% | 19% | 3% |
| O=C(Nc1ccc(Cl)cc1C(=O)c1ccccc1)c1ccco1 | 14% | ? | 10% | -9% | -4% | 0% | -4% | -6% | -18% |
| C[C@]12CC[C@H](O)C[C@@H]1CC[C@@H]1[C@@H]2CC[C@]2(C)[C@@H](C(=O)O)C[C@@H]12 | 2% | nt | -10% | 11%[2.33 µM] | nt | nt | 3% | 34%[activator] | 20% |
| Cn1ccnc1P(=S)(c1nccn1C)c1nccn1C | -3% | -6% | -3% | 3.5µM* | -3% | 29% | ? | 0% | -5% |
| CCCCn1c(O)c(C(C)=NC(Cc2c[nH]c3ccccc23)C(=O)OC)c(=O)[nH]c1=O (configuration not stated) | 3% | -6% | -10% | ? | -4% | ? | -32% | 1% | -10% |
| Clc1cc(Cl)c(-c2cc(Cl)c(Cl)cc2Cl)cc1Cl | 35% | nt | -17% | 5%[0.501 µM] | nt | nt | 15% | -11%&1% | -5% |
| CC(Cc1ccccc1)N1C(=O)c2ccccc2C1=O (configuration not stated) | 21% | -17% | -20% | -5% | -3% | -23% | 36% | 10% | 4% |
| CCCCn1c(O)c(/C=N/NC(=O)c2ccncc2)c(=O)[nH]c1=S | 92%[activator] | 8% | ? | -4% | -2% | ? | 79µM* | -2% | -4% |
| CCCCOc1ccc(CN2CCN(CCO)CC2)cc1 | 12% | 3% | 9% | -2%[12.7 µM] | 1% | 4% | 7% | -1% | 3% |
| COc1ccc(CN2CCNCC2)c(OC)c1OC | ? | -3% | -13%&-16% | -42%[59 µM] | 0% | 46% | ? | -4% | 0% |
| CC(=O)OC1CC(OC(C)=O)[C@]2(C)C(CC(OC(C)=O)[C@]3(C)C2CC[C@@]2(C)C(c4ccoc4)C[C@H]4O[C@]432)C1(C)C (some centres not stated) | nt | -2% | nt | -27%[2.33 µM] | 3% | nt | nt | 1% | ? |
| O=C(Nc1cccc(F)c1)N1CC[C@@]2(CCCN(C(=O)Oc3ccccc3)C2)C1 | nt | nt | nt | -11%[12.7 µM] | 2% | nt | nt | -5% | -4%[60.1 µM] |
| N#Cc1ccc(/C=C/C(=O)O)cc1 | 8% | 2% | -3% | -10% | -3% | 2% | -5% | 2% | -3% |
| Cc1nn(Cc2ccccc2)c(C)c1C(=O)NC1CCCc2ccccc21 (configuration not stated) | 12% | -18% | -7% | 0% | 5% | 2%[57.1 µM] | -5% | -1% | -24% |
| O=[N+]([O-])c1ccc(NC2CCCC2)c2ccncc12 | 37%[activator] | 12% | ? | 12% | -6% | 2% | -2% | -36% | 2% |
| Cc1cccc(-n2c(/C=C/c3c(C)[nH]c4ccccc34)nc3ccccc3c2=O)c1 | -8% | 9% | 0% | 6%[59 µM] | 1% | 4% | -12% | nt | -15% |

Looked up above:
Cc1cc(N2CCCCC2)ccc1C=C1C(=O)N(C)C(=S)N(C)C1=O in APE1 inh has -9%
CCCCOc1ccc(CN2CCN(CCO)CC2)cc1 in POLB inh has 4%
CC(Cc1ccccc1)N1C(=O)c2ccccc2C1=O (configuration not stated) in G9a block has -5%

Next section:
The line under a structure holds: Pol iota inh, Apoferritin bind, POLH inh, G9a block, BLM inh, POLB inh, BAZ2B inh, APE1 inh, POLK inh
CN(C)C(CNC(=O)Cc1c(Cl)cccc1Cl)c1ccccc1 (configuration not stated)
    37%[activator], 1%, 8%, 20%, 3%, -1%, -8%, 2%, -8%
c1ccc(-c2ccncc2)cc1
    18%, nt, -2%, nt, nt, nt, nt, 10%, -1%
CC(=NCC1CCCO1)c1c(O)n(C)c(=O)n(C)c1=O (configuration not stated)
    14%, -17%, -5%, -3%, 0%, 0%, 6%, 0%, -2%
CC12CN3CC(C)(CN(C1)C31CCSCC1)C2=O
    9%, -12%, -11%, -21%[0.0925 µM], -5%, 48%, -4%, 28%, 6%
ClCC1C(CCl)C2(Cl)C(Cl)=C(Cl)C1(Cl)C2(Cl)Cl (configuration not stated)
    nt, -15%, nt, nt, 1%, nt, nt, 1%, 11%[60.1 µM]
O=C1NC(=O)N(CCC2=CCCCC2)C(=O)/C1=C\c1cccs1
    40µM*, 6%, 20µM*, ?, -15%, ?, ?, -6%, -29%
Nc1c(C(=O)Nc2cccc(Br)c2)sc2nc3c(cc12)N1CCC3CC1
    8%, -5%, -21%, 13µM*, -8%, -23%, 2%, nt, -6%
CN1CCN(c2nc3ccccn3c(=O)c2C=C2C(=O)N(C)C(=O)N(C)C2=O)CC1
    17%, 4%, 2%, ?, 3%, -3%, 7%, 3%, -5%
O=C(C1CCC(=O)N1Cc1ccc(F)cc1)N1CCC2(CC1)OCCO2 (configuration not stated)
    24%, -6%, -16%, nt, -1%, 16%, -7%, -2%, -2%
CC(C(=O)OC1CC2CCC(C1)N2C)c1ccc(Br)cc1 (configuration not stated)
    nt, -6%, nt, -3%[59 µM], nt, nt, nt, 0%, 11%[19.4 µM]
COC12CCC3(CC1C(C)(O)C(C)(C)C)[C@H]1Cc4ccc(OC5OC(C(=O)O)[C@@H](O)C(O)[C@H]5O)c5c4[C@@]3(CCN1CC1CC1)C2O5 (some centres not stated)
    -11%, nt, 0%, nt, nt, nt, nt, 2%, -13%
CCCC(C)C1(CC)C(=O)NC(=Nc2ccccc2OC)NC1=O (configuration not stated)
    -9%, -19%, 0%, 4%[12.7 µM], -3%, 24%, -2%, -6%, -7%
CN(C)C(=O)Oc1c(Cl)cc(Cl)c2cccnc12
    62%[activator], -12%, 5%, -17%, 2%, 2%, -4%, 1%, 4%
CCN(CC)C(=O)Oc1ccc2ccccc2c1Cl
    14%, ?, -7%, 6%[59 µM], -9%, -3%, 79%[activator], -2%, -12%
CN1C(=O)N(C)C(=O)C2(Cc3cc(NC(=O)c4ccc(F)cc4)ccc3N3CCCC32)C1=O (configuration not stated)
    56%[activator], ?, -12%, nt, -11%, 5%, 17%, -20%, 5%

2 entries drawn at random from the list so far:
The line under a structure holds: Pol iota inh, Apoferritin bind, POLH inh, G9a block, BLM inh, POLB inh, BAZ2B inh, APE1 inh, POLK inh
COC(=O)C1=C(c2ccc(F)cc2OCc2ccccc2)C[C@@H]2CC[C@H]1N2C(=O)NC1CCCCC1
    8%, nt, -7%, -8%[2.33 µM], nt, nt, -5%, 15%, 6%
CC(=NCC1CCCO1)c1c(O)n(C)c(=O)n(C)c1=O (configuration not stated)
    14%, -17%, -5%, -3%, 0%, 0%, 6%, 0%, -2%

(list continues)
The line under a structure holds: Pol iota inh, Apoferritin bind, POLH inh, G9a block, BLM inh, POLB inh, BAZ2B inh, APE1 inh, POLK inh
COc1ccc(C)cc1NC1=NCCCS1
    13%, -4%, 4%, -2%, 1%, -16%, -3%, -2%, -16%
C[C@]12CCC3C(CC[C@H]4C[C@@H](O)CC[C@]34C)C1[C@H]1CN=N[C@H]1[C@@H]2O (some centres not stated)
    -7%, nt, -5%, nt, nt, nt, nt, 40%, 7%
S=C(NCCc1ccccc1)NCCc1cnc[nH]1
    37%[activator], -2%, -17%, 16%[0.501 µM], -8%, -3%, ?, 44%, -19%
O=C(NCCCn1ccnc1)C(Cl)(Cl)Cl
    10%, -2%, 2%, 2%, -1%, -11%, -19%, 2%, 3%
C[N+](C)(C)c1ccccc1
    20%, -2%, -15%, 20µM*, -8%, -15%, -13%, 6%, 1%
Cc1cccc(C(=O)Nc2ccc(C(=O)OCc3cc(=O)n4nc(C5CC5)sc4n3)cc2)c1
    -6%, 26%, ?, -1%[59 µM], -9%, -6%, -11%, nt, -3%[60.1 µM]

An excerpt, so the mix of outcomes need not match the whole.
